# H9c2 TAG inh – reduces triacylglycerol accumulation in H9c2 cells; inhibition, % at 12.5 µM; Nile Red lipid (TAG) fluorescence; cells loaded with 200 µM oleic acid; 230,000 compounds, 0.66% hits;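 active means pattern-corrected inhibition of lipid staining of at least 50% with the nuclear-stain viability signal not falling by more than 50%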;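 further: 0% = DMSO wells and 100% = triacsin C control wells; some results filed as inactive read as strong as hits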
# H9c2 TAG inh DAPI viability – second read-out of H9c2 TAG inh, no call of its own (marks repeat the call); DAPI nuclei signal change (viability), lower = more cytotoxic, %;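 whole-well DAPI fluorescence read on a plate reader as a viability signal; minus 50 percent equals half of cells still viable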
# The depositor's hits bear a star.
Compound	H9c2 TAG inh	H9c2 TAG inh DAPI viability
CCC(=O)c1ccc(OC(=O)C2CCN(C3=NS(=O)(=O)c4ccccc43)CC2)cc1	9	0
CCOc1ccc(CCN2C(=S)N([C@@H](CC(C)C)CN3CCCC3CN3C(=S)NC[C@@H]3Cc3ccc(O)cc3)C[C@@H]2CC(C)C)cc1 (stereo not given in full)	-30	-38
COc1ccc(/C=C2\SC(=S)NC2=O)cc1OS(=O)(=O)c1ccc(NC(C)=O)cc1	-8	-2
CC(C)c1ccc(NC2CCCN(C(=O)CN3CCOC3=O)C2)cc1 (stereo not given)	-9	-1
O=C(Nc1cccc(C(=O)N2CCCc3ccccc32)c1)c1ccccc1	4	2
Cc1ccc(OCCN2C(=O)C(=O)c3cccc(C)c32)cc1	18	-20
CCCN1C(=O)c2ccccc2NC1c1cc(OC)c(OC)c(OC)c1 (stereo not given)	19	6
CN(CC(=O)Nc1c(Cl)cccc1Cl)C(=O)CNC(=O)c1ccc2c(c1)OCO2	6	1
COC(=O)Cn1c(=NC(=O)CSCC(=O)NC2CCCCC2)sc2cc(OC)ccc21	-20	54
Cc1cccc(-c2ccc3c(c2)C2CC3CCN2)c1 (stereo not given)	23	6
COc1ccc(NC(=O)C2CC2)cc1NS(=O)(=O)c1ccc(F)cc1	7	-10
CC1C(=O)N(Cc2cn(CC3CCCCC3)nn2)CCS(=O)(=O)N1Cc1ccc(-c2cccc(CO)c2)cc1 (stereo not given)	-7	2
O=C(NCCN1CCOCC1)c1cc([N+](=O)[O-])cc([N+](=O)[O-])c1	1	-2
Nc1ncnc2c1ncn2[C@@H]1O[C@H](CNCc2ccccc2OC2OC(CO)C(O)C(O)C2O)[C@@H](O)[C@H]1O (stereo not given in full)	-20	7
CN(c1ccc(F)cc1)S(=O)(=O)c1ccc(Cl)c(C(=O)NCC2CCCO2)c1 (stereo not given)	13	-8
COc1ccccc1-n1nnnc1SCC(=O)N(CC(C)C)C1CCS(=O)(=O)C1 (stereo not given)	5	5
NC(=O)CSc1nnc(-c2cccs2)n1Cc1ccco1	14	5
CCn1c(=O)c2cc(C(=O)Nc3ccccc3OC)sc2c2ccccc21	14	1
CCN(CC)S(=O)(=O)c1cc(NC(=O)CNc2cccc(S(=O)(=O)N3CCOCC3)c2)ccc1C	-19	3
O=C(OCc1cccc(Cl)c1)c1cc(S(=O)(=O)N2CCCCC2)ccc1N1CCOCC1	-23	-1
Cc1ccccc1C(=O)N1CCN(c2ncccn2)CC1	-4	3
S=C(Nc1ccccc1)N1CCc2ccccc21	-5	-1
CC(=O)c1ccc(N(C)C)cc1	-2	0
COc1ccc(Cl)cc1NC(=O)C(=O)NC1CCCCCC1	11	2
Nc1ccc(Oc2c(Cl)cccc2Cl)nc1	0	0

# Complete entries as entered above. Order of values: H9c2 TAG inh	H9c2 TAG inh DAPI viability
# CCCN1C(=O)c2ccccc2NC1c1cc(OC)c(OC)c(OC)c1 (stereo not given) in the list: 19	6
# CC1C(=O)N(Cc2cn(CC3CCCCC3)nn2)CCS(=O)(=O)N1Cc1ccc(-c2cccc(CO)c2)cc1 (stereo not given) in the list: -7	2
# Nc1ccc(Oc2c(Cl)cccc2Cl)nc1 in the list: 0	0
# COc1ccccc1-n1nnnc1SCC(=O)N(CC(C)C)C1CCS(=O)(=O)C1 (stereo not given) in the list: 5	5

# Next results
Compound	H9c2 TAG inh	H9c2 TAG inh DAPI viability
CCCC#Cc1cnc2c(c1)C(=O)N([C@H](C)CO)C[C@@H](C)[C@@H](CN(C)C(=O)Nc1cccc(F)c1)O2	13	4
CCCS(=O)(=O)NC(=O)C1(C)CCN(C(=O)c2cccc3ccccc23)C1 (stereo not given)	-7	7
O=C(O)c1ccccc1C=NNc1ccc([N+](=O)[O-])cn1	0	4
Cc1oc(C(C)(C)C)cc1C(N)=O	-5	-1
C=CCNC(=O)CN1CCC(NC(=O)c2ccco2)CC1	5	-5
Cc1csc(NC(=O)CCC(=O)c2cccs2)n1	5	-15
COc1ccc2[nH]c(CN3CCC(CO)(CCOc4ccccc4)CC3)c(C)c2c1	1	28
COc1ccc(C2(CNS(=O)(=O)c3ccccc3)CCOCC2)cc1	-16	0
O=C(/C=C/c1ccco1)NCc1ccc(F)cc1	-2	-1
COc1ccc(N=Cc2c(OC)ccc3ccccc23)cc1	-3	5
Cc1noc(NS(=O)(=O)c2ccc(NC(=O)CSc3ncccn3)cc2)c1C	1	0
CN(C)S(=O)(=O)n1cc(/C=C(\NC(=O)c2ccccc2F)C(=O)NCCN2CCOCC2)c2ccccc21	4	-2
CC1CC(C)CN(c2ncnc3c2cnn3Cc2ccc(Cl)cc2)C1 (stereo not given)	20	-3
OCCCNc1c2c(nc3cc(-c4ccc(Cl)cc4)nn13)CCC2	-7	16
CCOC(=O)N1CCC(N2CCCC(CO)(Cc3cccc(Cl)c3)C2)CC1 (stereo not given)	-13	-4
CCOC(=O)c1cc(C#N)c(SC(C)C(=O)NC2CCCCC2)nc1C (stereo not given)	-3	-2
CC1CC(C)CN(C(=O)CSc2nnc(-c3ccc(F)cc3)o2)C1 (stereo not given)	15	4
O=C(CNS(=O)(=O)c1c(Cl)cccc1Cl)OCC(=O)c1ccc[nH]1	3	-6
O=C(CN1CCOCC1)Nc1ccc(Cl)cn1	8	5
COc1ccc(/C=N/NC(=O)C(=O)NCc2cccnc2)cc1	13	8
Cc1ccc(-c2nn(-c3ccccc3)cc2C2CC(c3ccccc3)=NN2C(=O)CCC(=O)O)cc1 (stereo not given)	2	-2
CCN(CC)CCNC(=O)c1ccc(NC(=O)COc2ccc3c(c2)CCC3)cc1	26	3
CSc1ccc(CN2CCC(C)(Oc3ccccc3C)C2)cc1 (stereo not given)	-5	9
CCCCN1C(=O)CC(N2CCOCC2)C1=O (stereo not given)	-22	9
O=[N+]([O-])c1cccnc1Sc1ccccc1Cl	1	-4
CCN(CC)S(=O)(=O)c1cccc(C(=O)NCC2(N3CCOCC3)CCCCC2)c1	7	-6
O=C(Cn1cc(C(F)(F)F)ccc1=O)Nc1ccc(N2CCOCC2)cc1	-39	-1
Cc1ccc(Nc2c(-c3ccc(N4CCOCC4)cc3)nc3cnccn23)cc1	-5	3
CC1(C)CC2CC(C)(CN2C(=O)COC(=O)c2cccnc2Cl)C1 (stereo not given)	17	1
CC(C)(C)c1ccc(NC(=O)COC(=O)c2ccc3ncsc3c2)cc1	9	4
O=C(NNC1=NC2(CCCC2)Cc2ccccc21)c1cccnc1	10	-6
Cc1cc(C)cc(C(=O)N2CCN(c3ccccn3)CC2)c1	13	-5
COc1cc2ccc(=O)oc2c(O[C@@H]2O[C@H](CO)[C@@H](O)[C@H](O)[C@H]2O)c1O	-5	25
CCOc1ccccc1C(O)C1=CC(=O)c2ccccc2C1=O (stereo not given)	-8	-12
Cc1cc(C)c(S(C)(=O)=O)c(Oc2ccc(F)cc2)n1	-5	-4
O=C1NCCN1Cc1ccc(Cl)cc1	1	-3
O=C(COc1ccc(Cl)cc1)Nc1nnc(-c2ccc3c(c2)CCCC3)o1	8	14
C[C@@]12CC(=O)NC1N(C(=O)c1cccc(C(F)(F)F)c1)C(c1ccccc1O)C2 (stereo not given in full)	-1	-7
CC(=O)N1C[C@H]2CON(C)[C@H]2C[C@H]1c1cccc(-c2ccccc2)c1	-7	5
Cc1ccc(NC(=O)CN(C)C(=O)c2ccc(OCc3cn4ccccc4n3)cc2)cc1	11	-5
O=C(O)c1cccc2c1C(=O)N(CC1CCCO1)C2 (stereo not given)	-15	7
CCOc1ccc(N2CC(C(=O)NNC(=O)c3ccc(Br)cc3)CC2=O)cc1 (stereo not given)	11	6
O=C(c1cc([N+](=O)[O-])[nH]n1)N1CCSCC1	-8	10
CCOC(=O)/C(C#N)=C\c1ccc(OC)c(OC)c1	-6	-7
CC(C)n1cc(-c2ccc(Cl)cc2)cc(C#N)c1=O	14	8
N#Cc1ccc(S(=O)(=O)Nc2ccccc2N2CCOCC2)cc1	4	4
COCCn1c(C)cc(C(=O)CN2CCCCC2)c1C	-14	9
Cc1nnc(C)n1/N=C/c1cccs1	1	-2
CCN(CC(=O)Nc1c(F)cccc1F)C(=O)CCCN1C(=O)c2cccc3cccc(c23)C1=O	2	21
Cc1occc1C(=O)NNC(=O)c1ccc(S(=O)(=O)N(C)C)cc1	7	-3

# An excerpt of these results, with two lines to a compound.
# Second line of a record: H9c2 TAG inh, H9c2 TAG inh DAPI viability
> C[C@@]12CC(=O)NC1N(C(=O)c1cccc(C(F)(F)F)c1)C(c1ccccc1O)C2 (stereo not given in full)
  -1, -7
> Cc1cc(C)cc(C(=O)N2CCN(c3ccccn3)CC2)c1
  13, -5

# New compounds follow
Compound	H9c2 TAG inh	H9c2 TAG inh DAPI viability
C=CCN(c1ccc(C(=O)Nc2ccc(C)cc2)cc1)S(C)(=O)=O	2	-4
Cc1ccc(C)c(C(O)c2ncc(-c3ccc(C(F)(F)F)cc3)[nH]2)c1 (stereo not given)	-6	-5
Cc1cccn2c(CN(C)C3CCCc4ccccc43)c(C(=O)N3CCOCC3)nc12 (stereo not given)	-9	2
Nc1ccc(NC(=O)c2cccs2)cc1	11	-3
O=C(NN1C(=O)C2C3c4ccccc4C(c4ccccc43)C2C1=O)C1CC1 (stereo not given)	7	3
Nc1cc(=O)[nH]c(SC/C=C/c2ccccc2)n1	18	-11
COc1cc(NC(=O)CCc2nc(-c3cccs3)no2)cc(OC)c1OC	9	-13
COc1ccc([C@H]2/C=C\CN(S(=O)(=O)/C=C/c3ccccc3)[C@@H](C)C(=O)N2Cc2ccc(F)cc2)cc1	6	1
COCc1[nH]nc2c1C(c1ccsc1)C(C#N)=C(N)O2 (stereo not given)	5	2
Oc1ccc(Br)cc1CNn1cnnc1	14	-5
Cn1cc(CN2CCCC(CO)(Cc3cccc(Cl)c3)C2)cn1 (stereo not given)	9	-2
COc1ccccc1OCC(=O)Nc1ccc(S(=O)(=O)N(C)c2ccccc2)cc1	-20	2
O=C(Oc1ccc([N+](=O)[O-])cc1)C1CC(=O)N(c2ccc3c(c2)OCCO3)C1 (stereo not given)	1	0
COc1ccccc1CC(Cc1nc2ccccc2[nH]1)c1nc2ccccc2[nH]1 (stereo not given)	-6	-4
COc1cc2c(cc1OC)C(C)N(S(=O)(=O)c1cn(C)c(C)n1)CC2 (stereo not given)	-1	-1
COC(=O)C1=C(C)N(C)C(C)=C(C(=O)OC)C1c1ccccn1	-27	3
Cc1ccc(N(C(=O)CCC(=O)Nc2cc(C)on2)C(C(=O)NC2CCCC2)c2cccs2)cc1 (stereo not given)	9	-3
CCn1c(SCC(=O)N(C)CC(=O)Nc2ccc(F)c(F)c2F)nnc1-c1ccco1	-10	-5
Cc1cc(C)nc(SCC(=O)Nc2nonc2N)n1	-13	-1
COc1ccc(C2=Nn3c(nnc3-c3ccccc3F)SC2)cc1OC1CCCC1	-2	3
CCCC(=O)N1CCC1(C)C(=O)Nc1ccccc1-c1ccccc1 (stereo not given)	-9	5
CCn1c(=O)c(C(C)=O)nc2ccccc21	-14	5
O=C(O)c1cccc(-c2csc(C(O)c3ccc(F)cc3)n2)c1 (stereo not given)	-1	7
O=c1c2ccccc2nc(/C=C/c2cccnc2)n1CCc1ccccc1	0	7
CCOC(=O)c1c(NC(=O)COC(=O)c2ccccn2)sc(C(=O)N(C)C)c1C	-5	-3
Cc1nc(-c2ccc(F)cc2)c(CC(=O)N(C)CC(=O)Nc2ccccc2C(F)(F)F)s1	9	-7
CN(CC(=O)Nc1ccc(F)cc1)C(=O)CNC(=O)C1CCCCC1	17	-3
COc1ccccc1-n1cnc(N)c1C(C)=O	9	-14
COc1ccc2c([N+](=O)[O-])c(N3CCOCC3)[nH]c2c1	-3	-3
CC(=O)NCCCc1nc2ccccc2n1Cc1ccccc1F	-4	-3
CNc1ncnc2c1ncn2[C@H]1CN(CCOC)C[C@@H](CO)O1	-6	-10
CC(=O)Nc1scc(C)c1-c1nc2ccccc2s1	4	7
COc1ccc(-n2c(CN3CCC(C(N)=O)CC3)nc3ccc([N+](=O)[O-])cc3c2=O)c(OC)c1	12	2
O=[N+]([O-])c1ccc2[nH]c(O)c(N=NC3CCS(=O)(=O)C3)c2c1 (stereo not given)	11	5
O=C(/C=C/c1cccs1)Nc1nccs1	14	-14

# A second format for 7 compounds above.
# Screens in order – H9c2 TAG inh | H9c2 TAG inh DAPI viability
CN(CC(=O)Nc1ccc(F)cc1)C(=O)CNC(=O)C1CCCCC1
 : 17 | -3
COc1ccccc1-n1cnc(N)c1C(C)=O
 : 9 | -14
COc1ccc2c([N+](=O)[O-])c(N3CCOCC3)[nH]c2c1
 : -3 | -3
CC(=O)NCCCc1nc2ccccc2n1Cc1ccccc1F
 : -4 | -3
CNc1ncnc2c1ncn2[C@H]1CN(CCOC)C[C@@H](CO)O1
 : -6 | -10
CC(=O)Nc1scc(C)c1-c1nc2ccccc2s1
 : 4 | 7
COc1ccc(-n2c(CN3CCC(C(N)=O)CC3)nc3ccc([N+](=O)[O-])cc3c2=O)c(OC)c1
 : 12 | 2

# Six of the compounds above, with values under each structure.
# The line under a structure holds: H9c2 TAG inh	H9c2 TAG inh DAPI viability
CC(=O)N1C[C@H]2CON(C)[C@H]2C[C@H]1c1cccc(-c2ccccc2)c1
→ -7	5
O=C(O)c1cccc2c1C(=O)N(CC1CCCO1)C2 (stereo not given)
→ -15	7
CC1(C)CC2CC(C)(CN2C(=O)COC(=O)c2cccnc2Cl)C1 (stereo not given)
→ 17	1
COc1ccc(C2=Nn3c(nnc3-c3ccccc3F)SC2)cc1OC1CCCC1
→ -2	3
O=C(Oc1ccc([N+](=O)[O-])cc1)C1CC(=O)N(c2ccc3c(c2)OCCO3)C1 (stereo not given)
→ 1	0
Cc1ccc(Nc2c(-c3ccc(N4CCOCC4)cc3)nc3cnccn23)cc1
→ -5	3

# An excerpt (hit frequency here may not be typical).
